RAD52 inh: inhibitors of human RAD52 DNA annealing; P43351; recombinant RAD52 DNA annealing, FRET fluorescence; inhibition, % at 18.7 µM; actives 0.46% (n = 360,000);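 active = every replicate showing at least 50% inhibition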
esBAF inh: SWI/SNF esBAF complex inhibition. mouse ES cells, Bmi1-luciferase knock-in reporter, 24 h; 100% = twice the neutral-well signal. reporter increase, % at 12.5 µM. actives 2% (n = 350,000). AID 602393; in the data active = activation above about 40%;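 note: 0% = median of the plate's neutral control wells and 100% = double that signal; a rise in the Bmi1 reporter signal indicates esBAF inhibition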
ARNT-TACC3 inh: ARNT/TACC3 interaction disruption; Q9Y6A5; AlphaScreen His-ARNT PAS-B/GST-TACC3 binding, luminescence; TACC3 fragment carries E629A point mutation; inhibition, % at 9.99 µM; actives 0.66% (n = 390,000); AID 623870;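 active = mean inhibition of replicates at least 50% and at least half of replicates each reaching 50%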;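 note: 0% = complete ARNT plus TACC3 wells and 100% = ARNT alone without TACC3; many hits fall short of the cut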
RAD54 branch: blocks human RAD54 Holliday junction branch migration | FAM/BHQ fluorescence | actives 0.14% (n = 360,000) | inhibition, % at 10.4 µM | Q92698;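 active = mean normalized replicate activity at least 40 and at least half of replicates scoring 40 or more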;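 note: 0% = median of neutral control wells and 100% = median of positive control wells; inhibitors cause a drop in the FAM fluorescence signal; in these data hits start at about 50%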
Target sequence (Q92698 whole entry, looked up): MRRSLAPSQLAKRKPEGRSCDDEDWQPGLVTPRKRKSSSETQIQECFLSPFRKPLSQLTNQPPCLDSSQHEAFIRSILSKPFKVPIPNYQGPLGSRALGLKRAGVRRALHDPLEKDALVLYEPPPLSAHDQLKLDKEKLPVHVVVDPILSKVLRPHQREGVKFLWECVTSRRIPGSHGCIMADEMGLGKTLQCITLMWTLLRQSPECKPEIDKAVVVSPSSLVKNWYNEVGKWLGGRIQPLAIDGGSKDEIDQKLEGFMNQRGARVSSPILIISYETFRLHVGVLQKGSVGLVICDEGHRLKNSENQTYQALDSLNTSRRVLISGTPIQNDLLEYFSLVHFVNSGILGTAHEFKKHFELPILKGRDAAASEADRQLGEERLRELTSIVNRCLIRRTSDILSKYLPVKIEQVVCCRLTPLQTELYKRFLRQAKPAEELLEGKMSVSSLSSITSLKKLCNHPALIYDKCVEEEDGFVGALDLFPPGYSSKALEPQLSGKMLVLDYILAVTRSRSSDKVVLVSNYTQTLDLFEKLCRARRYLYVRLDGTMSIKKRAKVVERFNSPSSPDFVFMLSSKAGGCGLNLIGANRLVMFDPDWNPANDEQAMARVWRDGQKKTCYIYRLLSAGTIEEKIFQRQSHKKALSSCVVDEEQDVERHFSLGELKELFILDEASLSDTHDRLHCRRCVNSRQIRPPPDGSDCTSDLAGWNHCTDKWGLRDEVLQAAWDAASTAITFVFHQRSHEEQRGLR
Xi reactivation: reactivates the inactive X chromosome in mouse fibroblasts | XiGFP mouse fibroblasts, % GFP-positive cells imaging, 3 d; cells co-treated with 5-aza-dC sensitizer; scaled so ellipticine positive control = 100% | activation, % at 7.58 µM | actives 0.055% (n = 360,000) | AID 743238;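 active = mean normalized replicate activation at least 10% and every replicate at or above 10%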;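 note: 0% = median of on-plate neutral control wells and 100% = ellipticine 6 µM median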
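System: 68-5-11 XiGFP fibroblast line | Buffer or medium: DMEM containing 5-aza-dC | Compound: Single point | Times: Compounds 3 days, fix/stain 15 min at room temperature | Benchmarks: Positive control ellipticine, 6 µM final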
CFTR F508del cor: correctors of CFTR F508del function in bronchial epithelial cells; CFBE cells, YFP halide quenching; stimulated with forskolin plus potentiator P3; % fluorescence drop versus neutral controls; activity (quench increase), % at 7.58 µM; actives 0.36% (n = 350,000);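 active = mean added fluorescence quench of at least 8% versus neutral control, with both replicates also reaching 8%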;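 note: cells transiently co-express mutant CFTR-F508del with the halide-sensitive YFP; corrector assay measuring rescue of mutant channel to the surface after 24 h compound exposure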
ERAP1 inh: inhibitors of human ERAP1 aminopeptidase | actives 0.15% (n = 340,000) | inhibition, % at 10.7 µM | Q9NZ08 | recombinant ERAP1, Leu-AMC fluorescence, 60 min;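 active = mean replicate inhibition of at least 30%, or all replicates individually reaching that 30% level; inactive = mean below 30% and not every replicate reaching it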;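 note: 0% = neutral control wells and 100% = L-leucinethiol positive control wells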
INS-1E GSIS act: GLuc luminescence reporter in INS-1E cells, primary screen for activators of glucose-dependent secretion of insulin; actives 0.61% (n = 370,000); INS-1E GLuc reporter insulin secretion, 2-3 h; activation, % at 16.6 µM;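 active = lowest replicate activation of at least 40%, so every replicate reaches that level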;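 note: 0% = median of neutral control wells and 100% = median of IBMX positive control wells; some compounds called inactive have numbers as strong as hits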
* marks the source's active call; other numbers are inactive results; . = no result given.

SMILES	RAD52 inh	esBAF inh	ARNT-TACC3 inh	RAD54 branch	Xi reactivation	CFTR F508del cor	ERAP1 inh	INS-1E GSIS act
Cc1ccc(CS(=O)(=O)CC(C)(O)c2ccc(Cl)cc2)cc1 (centres undefined)	-5.1	-2.0	17.8	0.0	0.4	0.7	-1.0	4.8
O=C(O)C1Cc2c([nH]c3ccccc23)C(c2ccc3c(c2)OCO3)N1 (centres undefined)	-15.6	-0.6	2.5	-11.7	.	1.5	-1.5	45.7*
COc1ccccc1-c1nnc(SCC(=O)OC(C)C)o1	.	-1.6	-1.6	8.3	.	.	.	19.0
Cc1ccc(S(C)(=O)=O)cc1C(=O)OCC(=O)N1CCCC1=O	3.0	-4.7	-2.0	2.1	0.1	2.0	0.7	9.2
COc1ccccc1-c1ccc(SCC(=O)N2CCOCC2)nn1	-10.2	-2.5	23.1	-12.3	0.0	1.4	-3.5	14.9
CCOc1ccc(NC(=O)CSc2nccn2Cc2ccco2)cc1	-21.8	21.0	-0.4	-0.2	-0.1	2.3	-4.2	.
O=C(Nc1ccc(C(=O)N2CCCC2)cc1)c1ccccc1F	-1.0	8.6	14.8	0.1	.	-0.8	0.7	5.2
COc1ccc(C(=O)NC(=S)Nc2ccc(NC(=O)c3ccco3)cc2)cc1[N+](=O)[O-]	-9.4	.	5.2	-0.7	0.0	.	-0.9	-4.0
CN1C(=O)c2cc(NC(=O)c3ccc(F)c(F)c3)ccc2OC[C@@H]2O[C@H](CC(=O)O)CC[C@@H]21	.	-0.6	-4.5	8.7	0.0	2.2	.	-4.0
CCCNC(=O)N1[C@H](CO)[C@H]2c3ccccc3N(C(=O)NC(C)C)C[C@H]21	0.4	0.5	15.9	0.6	0.1	0.7	0.8	7.7
CN(Cc1ccccn1)Cc1cn(Cc2ccccc2)nc1-c1ccc2c(c1)OCO2	-24.3	.	14.9	.	0.1	0.6	1.1	-31.3
O=C(c1ccc(F)cc1)N1CC[C@@H]2[C@H]1c1cc(C#Cc3ccc(F)cc3)ccc1N[C@@H]2CO	-51.0	-10.2	-2.2	3.5	0.0	2.2	4.1	14.5
COc1ccccc1CC(=O)NNC(=O)CN(C)S(=O)(=O)c1ccc(Cl)cc1	-11.1	.	.	.	0.6	1.7	-0.2	0.4
CC(=O)Nc1ccc(/C(C)=N/NC(=O)CN(c2ccccc2Br)S(C)(=O)=O)cc1	.	.	-3.9	0.4	0.0	.	.	-7.2
Cc1ccc(NC(=O)CN(C)C(=O)COC(=O)c2oc3ccccc3c2C)cc1	-8.0	-11.3	1.9	-10.8	0.0	0.0	-0.2	-78.0
CC(C)(C)OC(=O)N1CCC(NC(=O)c2ncn(Cc3ccccc3)c2C(=O)NC2CCN(C(=O)OC(C)(C)C)CC2)CC1	-12.4	34.9	36.2	-2.4	0.0	0.0	-0.1	-36.1
COc1cccc(CNC(=O)C2CCC(CNc3nc(=S)[nH]c4ccccc34)CC2)c1 (centres undefined)	-16.7	-4.6	9.5	2.8	0.0	-2.9	-3.6	-16.2
Cc1cc(F)ccc1S(=O)(=O)Nc1ncnc2sccc12	-14.9	1.3	-14.1	-6.7	0.0	-0.3	2.4	-2.1
C[C@@H]1ON(C)[C@H]2C[C@H]3c4[nH]c5ccccc5c4CCN3C[C@@H]12	1.2	-5.7	.	2.5	0.0	-1.2	-3.5	0.2
CCC(=O)N(C)C[C@@H]1Oc2cc(C#CCC3CCCC3)ccc2S(=O)(=O)N([C@@H](C)CO)C[C@H]1C	-10.9	0.7	-0.4	5.6	-0.1	-0.9	7.0	-17.6
COc1ccc(Cn2c(=S)[nH]c3cc(C(=O)N4CCN(c5ccccc5)CC4)ccc3c2=O)cc1	-15.9	3.4	5.5	-7.2	0.0	-0.8	-3.2	-6.2
CCOC(=O)c1c(C)[nH]c(C(=O)N2CCN(c3ccc(OC)cc3)CC2)c1C	-8.9	.	9.1	.	0.0	-1.1	-0.2	-4.1
COc1ccc(NC(=O)c2cccc(N3C(=O)C4C5C=CC(C5)C4C3=O)c2)cc1 (centres undefined)	4.0	14.6	-3.2	10.2	0.0	0.0	-1.8	4.5
CC(NC(=O)CNC(=O)c1ccco1)c1ccc(S(N)(=O)=O)cc1 (centres undefined)	0.3	-1.8	-4.8	-2.6	0.0	-0.4	1.6	11.2
Cc1ccc(S(=O)(=O)NCC[C@@H]2CC[C@H](NC(=O)CC3CC3)[C@@H](CO)O2)cc1	2.3	0.2	-4.9	-1.0	-0.5	2.4	5.3	4.1
CC1CC(C)C(=NNC(N)=O)C(C(O)CC2CCC(=O)NC2=O)C1 (centres undefined)	3.4	-3.9	0.7	-9.8	0.0	5.1	-0.7	-16.8
CCOc1ccc(NC(=O)CC(C)S(=O)(=O)c2ccc3c(c2)NC(=O)CO3)cc1 (centres undefined)	-7.3	-7.9	-1.5	3.7	0.1	-0.1	-0.6	3.1
COc1cccc(-c2ccc3c(c2)[C@H]2[C@H](CCN2C(=O)c2ccc(F)cc2)[C@@H](CO)N3)c1	10.3	1.9	-4.6	-12.4	0.3	1.4	1.5	-35.0
O=C(Nc1cnccn1)Nc1ccccc1F	-18.8	.	0.2	1.7	0.0	-0.8	2.8	-7.3
COc1cccc(NC(=O)N2CC[C@@H]3[C@H]2c2cc(-c4cccc(OC)c4)ccc2N(C)[C@H]3CO)c1	27.0	.	.	.	0.2	-1.8	-0.2	3.9
O=[N+]([O-])c1ccc(NC(=S)N2CCOCC2)cc1	1.3	1.1	3.9	-0.1	0.2	.	1.4	2.2
COc1ccc(C(CNC(=O)c2cncc(Br)c2)N(C)C)cc1 (centres undefined)	-9.5	.	-1.9	.	0.0	1.5	-2.0	-3.6
COc1ccc2c3c([nH]c2c1)[C@@H](CO)N(C)CC31CCN(C(=O)c2ccccc2F)CC1	-30.3	.	.	.	0.1	4.4	-1.1	-13.5
OC[C@@H]1[C@@H](c2ccc(-c3cccnc3)cc2)[C@@H]2CN(CC3CC3)CCCCN12	-7.5	1.4	3.2	9.4	0.2	0.3	.	-3.7
C/C=C/c1cnc2c(c1)C(=O)N([C@H](C)CO)C[C@@H](C)[C@H](CN(C)C(=O)Nc1ccc(OC)cc1)O2	5.4	1.0	-0.7	8.4	-1.2	2.9	1.1	-7.9
CCc1cnc(N2[C@H](C#N)[C@@H](c3ccc(C4=CCCCC4)cc3)[C@H]2CO)s1	2.7	3.6	11.0	-30.0	0.0	-0.8	1.5	-12.6
COc1ccc(/C=C/C(=O)OCC(=O)NC2CCCCCCC2)cc1	-8.3	4.6	-5.7	3.9	0.0	-2.1	2.2	0.9
Cc1cc(C(=O)Cn2cnc3cc([N+](=O)[O-])ccc3c2=O)c(C)n1CC1CCCO1 (centres undefined)	-13.5	.	18.8	.	0.3	-1.2	3.9	-14.5
CC1CCC(NC(=O)C2CC(=O)N(c3ccc(Cl)cc3)C2)CC1 (centres undefined)	-14.1	.	14.8	6.6	0.0	1.1	-1.9	3.9
CCn1c(SCC(=O)Nc2cccc(OC)c2)nc2c(c1=O)SCC2	-1.9	.	2.7	4.1	0.0	4.2	1.7	-4.9
COc1ccccc1N1CCN(C(=O)CSc2nc3ccccc3[nH]2)CC1	-11.3	7.8	-2.2	2.4	.	-1.0	4.8	-23.1
Cc1noc(C)c1S(=O)(=O)Nc1ccc2c(c1)C(=O)N([C@H](C)CO)C[C@@H](C)[C@H](CN(C)C(=O)Nc1ccc(C(F)(F)F)cc1)O2	-5.6	4.6	-11.6	9.0	0.0	-1.3	1.2	-17.6
Cc1ccc(S(=O)(=O)Nc2ccc3c(c2)C(=O)N([C@H](C)CO)C[C@@H](C)[C@@H](CN(C)C(=O)CCCN(C)C)OCCCC[C@@H](C)O3)cc1	25.9	-2.0	-0.1	5.8	0.0	2.9	-1.7	-1.4
O=C(N[C@H]1C=C[C@@H](CC(=O)N2CCOCC2)O[C@@H]1CO)c1ccc2c(c1)OCO2	10.3	-7.5	-14.6	0.5	-0.1	-0.2	-0.7	8.1
CC(=O)c1ccc(NC(=O)Nc2ccc(S(=O)(=O)N3CCCC3)cc2)cc1	-26.0	-4.3	.	-10.5	-0.1	3.7	0.2	-37.5
O=C(NCCc1ccncc1)Nc1ccc(F)cc1	-10.9	7.0	.	-6.1	-0.1	2.9	1.4	-2.3
CO[C@H]1CN(C)C(=O)c2cc(NC(=O)c3cnccn3)ccc2OC[C@@H](C)N(C(=O)C2CC2)C[C@H]1C	0.5	-2.6	-0.6	4.1	0.2	-1.0	-4.0	16.2
Cc1ccccc1-n1nnnc1SCC(N)=O	.	0.1	1.5	0.5	.	.	.	4.8
O=C(Nc1ccccc1F)N1CCCCN2[C@H](CO)[C@@H](c3ccc(C#Cc4ccccc4)cc3)[C@@H]2C1	3.4	.	-1.6	-3.6	0.2	3.4	-2.8	-4.1
CC=Cc1ccc2n(c1=O)C[C@H]1[C@H](CO)[C@@H](C(=O)NCCC)[C@@H]2N1Cc1ccccc1 (mixture of isomers)	-3.8	-6.8	-1.9	8.4	0.3	-0.1	0.9	-12.7
Cc1ccc(OCc2nnc(-c3ccc(Cl)cc3)o2)cc1	-4.7	.	-9.4	-0.6	0.0	-0.7	2.3	.
CC1(C(=O)NCC2CC2)C=CC2(CCCCC2)N1C(=O)c1ccccc1 (centres undefined)	-0.1	7.3	.	-10.8	.	.	-1.6	7.5
COc1ccc(S(=O)(=O)Nc2ccc3c(c2)C(=O)N([C@H](C)CO)C[C@H](C)[C@@H](CN(C)Cc2ccc(C(=O)Nc4ccccc4N)cc2)O3)cc1	15.1	.	.	.	0.0	-0.6	0.0	2.5
C[C@@H]1CN([C@@H](C)CO)C(=O)c2cc(C#CC3CC3)cnc2O[C@H]1CN(C)C(=O)c1ccccc1	10.1	1.4	4.6	7.6	-0.7	-2.7	-0.1	4.6
C[C@@H]1CN([C@H](C)CO)C(=O)c2cccc(NC(=O)c3nc4ccccc4s3)c2O[C@@H]1CN(C)C(=O)Nc1ccc(C(F)(F)F)cc1	-9.7	-4.9	-5.9	9.9	0.0	-0.6	-2.0	-5.3
COC(=O)c1cc(OC)c(OC)cc1NC(=S)Nc1cc(Cl)ccc1OC	-32.2	.	-1.0	.	0.2	-2.2	1.5	-2.2
COc1ccc(-c2ccc(CN3C(C(C)C)C(=O)N(Cc4cn(CCC5OCCO5)nn4)CCS3(=O)=O)cc2)cc1 (centres undefined)	-5.3	9.0	.	-2.3	0.3	0.5	-1.5	-7.7
O=Cc1cn(-c2ccccc2)nc1-c1ccccn1	-12.1	1.6	8.5	5.3	0.1	5.1	-4.3	0.4
C[C@H](CO)N1C[C@H](C)[C@H](CN(C)Cc2ccc(Oc3ccccc3)cc2)Oc2ccc(NC(=O)Nc3ccc(F)cc3)cc2CC1=O	-0.5	-1.0	-7.9	-4.3	-0.1	-3.5	1.4	-38.0
COc1ccc2c3c(n(C)c2c1)[C@H](CO)NCC31CN(Cc2ccc(-c3ccccn3)cc2)C1	89.2*	.	.	.	0.1	-1.0	.	21.0
COc1ccc(C(=O)NC2CCCN(Cc3ccc(Cl)cc3)C2)c(OC)c1 (centres undefined)	-12.3	-21.1	10.7	-8.2	0.0	-0.2	0.0	-25.1
CCSc1ccc([C@@H]2[C@@H]3C(=O)N(CC)C(=O)[C@@H]3[C@]3(C(=O)OC)CCCN23)cc1	-45.7	7.5	-4.1	0.4	0.0	1.0	3.3	2.4
O=C(COC(=O)c1ccncc1)c1ccc(Br)cc1	-7.3	.	23.2	.	0.4	0.4	2.6	7.9

Source: PubChem BioAssay

Random draw from the library; overall some 3.3% were active at least once.
